Runt-CBFb FRET: inhibitors of human RUNX1 Runt domain binding to CBFb | Q01196+Q13951 | Cerulean-Runt/Venus-CBFb FRET ratio 530/480, 1 h | inhibition, % at 20 µM | actives 0.46% (n = 220,000) | AID 1496;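 active means inhibition over about 50% at 20 µM in the single-dose screen, limit read from the data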;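 further: 0% = DMSO wells and 100% = excess unlabeled CBFb competitor control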
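Schedule: protein complex preformed 1 h, compound exposure 1 h, room temperature, dark; test system: Cerulean-labeled Runt domain protein; amount: 100 nM per protein; buffer or medium: Tris 50 mM pH 7.5, KCl, K2SO4, 0.01% BSA; read-out: loss of energy transfer signal; detection: FRET fluorescence; controls: 5 µM unlabeled CBFb as full-inhibition high control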
p97 ATPase inh: human p97 ATPase inhibition | inhibition, % at 8 µM | actives 0.42% (n = 220,000) | recombinant p97 ATPase, Kinase-Glo ATP luminescence, 3 h | P55072; in the data active means inhibition above about 15%;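 further: 0% = DMSO vehicle and 100% = wells lacking enzyme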
MDM2 E3 inh: inhibitors of human Mdm2 E3 ubiquitin ligase. Q00987. actives 0.11% (n = 210,000). signal enhancement, % at 5 µM. cell-based MDM2 ubiquitination luciferase reporter, 2 h; 0 = plate control, 100 = twice control, blank-subtracted;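 active means signal enhancement of 30% or more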;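 further: luminescence tracks abundance of the self-degrading MDM2-luciferase fusion protein; higher signal means inhibition of MDM2 E3 ligase activity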
Target sequence (Q00987 whole entry, looked up, the tested form may be a part): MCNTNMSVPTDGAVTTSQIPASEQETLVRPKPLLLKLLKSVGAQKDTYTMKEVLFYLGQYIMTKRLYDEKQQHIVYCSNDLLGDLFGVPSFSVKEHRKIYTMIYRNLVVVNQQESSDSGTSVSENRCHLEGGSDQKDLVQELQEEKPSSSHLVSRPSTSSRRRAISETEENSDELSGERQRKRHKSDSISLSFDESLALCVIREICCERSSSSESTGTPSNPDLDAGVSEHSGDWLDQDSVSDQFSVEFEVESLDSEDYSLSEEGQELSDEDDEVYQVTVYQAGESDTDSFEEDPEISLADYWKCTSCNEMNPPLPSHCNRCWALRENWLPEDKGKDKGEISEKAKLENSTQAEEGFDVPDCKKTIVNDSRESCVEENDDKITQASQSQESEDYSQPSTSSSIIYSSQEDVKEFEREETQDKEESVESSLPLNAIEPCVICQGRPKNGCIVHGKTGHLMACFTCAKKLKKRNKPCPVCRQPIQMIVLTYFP
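Assay system: mammalian cells stably expressing self-ubiquitinating, self-degrading MDM2 E3–luciferase fusion. Quantity: 2000 cells in each well. Medium: DMEM culture medium. Compound dosing: single-point 5 µM. Timing: cell settling 4 h, compound treatment 2 h, both 37 °C. Technique: luciferase luminescence. Read-out basis: percent signal gain over controls, blank-subtracted. Benchmarks: plate controls and plate blanks.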
Hck Nef HTS: inhibitors of human Hck kinase activated by Nef. inhibition, % at 20 µM. actives 0.68% (n = 220,000). Recombinant Hck-YEEI plus Nef, Z-Lyte FRET kinase assay;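 active means Hck-Nef kinase inhibition above about 50%, limit read from the data; inactive means inhibition below that limit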;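 further: 0% = DMSO with Hck plus Nef and 100% = Hck alone without Nef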
Runt-SMMHC FRET: Runt domain-CBFb-SMMHC interaction inhibition; Q01196+Q13951; Cerulean-Runt/Venus-CBFb-SMMHC FRET ratio 530/480, 1 h; actives 0.74% (n = 220,000); AID 1434; inhibition, % at 20 µM;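 active means mean inhibition across duplicate retests at 20 µM reaching about 50%, limit read from the data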;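 further: 0% = DMSO wells and 100% = wells with excess untagged CBFb-SMMHC; inhibitors lower the FRET ratio by blocking Runt binding to CBFb-SMMHC; some results filed as inactive read as strong as hits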
RBBP9 inh: blocks human serine hydrolase RBBP9; O75884; recombinant RBBP9, FP-Rh probe fluorescence polarization; inhibition, % at 7.94 µM; actives 0.2% (n = 220,000); AID 1515;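 active means inhibition above the campaign mean of all tested compounds plus 3 SD, cut at about 14% in these data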;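 further: plate controls were DMSO wells with RBBP9 for no effect and wells lacking RBBP9 protein for full effect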
Target sequence (O75884 whole entry, looked up): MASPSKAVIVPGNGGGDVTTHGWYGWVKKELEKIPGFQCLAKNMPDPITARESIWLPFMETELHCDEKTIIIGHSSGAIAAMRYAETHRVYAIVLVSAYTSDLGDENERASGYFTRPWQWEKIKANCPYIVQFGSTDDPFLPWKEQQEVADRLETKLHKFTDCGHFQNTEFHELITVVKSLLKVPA
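Test system – recombinant human RBBP9 · Input – RBBP9 2.5 µM in dispensing solution, pre-mixing · Medium – Tris buffer pH 8.0, NaCl, Pluronic · Schedule – preincubation 30 min plus labeling 45 min at 25 °C · Measured by – fluorescence polarization · Measure – % inhibition · Controls – DMSO and no-protein wells · Replicates – one well per compound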
NPY-Y1 antag: blocks the human neuropeptide Y Y1 receptor. actives 1% (n = 200,000). inhibition, % at 3.6 µM. AID 1040. HEK293-CNG Y1 cells, membrane potential fluorescence; NPY at EC95, then isoproterenol. P25929;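 active means inhibition above the campaign mean inhibition of all tested compounds plus 3 SD, cut at about 20% in these data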;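 further: 0% = DMSO wells given NPY plus isoproterenol and 100% = isoproterenol alone without NPY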
Target sequence (P25929 whole entry, looked up): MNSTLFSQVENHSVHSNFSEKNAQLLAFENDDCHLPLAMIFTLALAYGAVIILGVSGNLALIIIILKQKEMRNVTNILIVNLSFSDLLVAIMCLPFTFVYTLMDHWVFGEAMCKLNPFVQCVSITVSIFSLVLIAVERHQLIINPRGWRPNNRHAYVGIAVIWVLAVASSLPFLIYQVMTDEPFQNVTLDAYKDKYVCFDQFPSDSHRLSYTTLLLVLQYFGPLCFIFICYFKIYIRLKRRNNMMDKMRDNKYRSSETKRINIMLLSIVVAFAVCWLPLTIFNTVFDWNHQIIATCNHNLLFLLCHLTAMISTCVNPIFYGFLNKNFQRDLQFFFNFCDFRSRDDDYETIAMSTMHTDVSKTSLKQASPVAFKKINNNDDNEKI
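Assay system: HEK293 Y1/CNG channel cell line; Doses: single compound dose of 3.6 µM, 0.4% DMSO; Timing: dye 3 h, compound 60 min room temperature, stimulation 45 min; Technique: Membrane-potential fluorescent dye readout; Measure: % inhibition of NPY effect.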
NPY2 pot ag: potentiates or activates human NPY-Y2 receptor | cells expressing NPY-Y2, potentiator/agonist read-out | activation, % at 3.6 µM | P49146 | actives 0.45% (n = 220,000); in the data active means activation above about 27%;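 further: cells stimulated with NPY near EC25 plus isoproterenol at EC100; 0% = vehicle plus submaximal agonist and 100% = vehicle plus saturating agonist; some results beyond the cut were filed as inactive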
NPY1 pot ag: human NPY-Y1 potentiation or agonism, primary screen | activation, % at 3.6 µM | NPY-Y1 expressing cells, potentiator/agonist activation | actives 0.37% (n = 220,000) | P25929 | AID 1304; in the data active means activation above about 33%, passing the limit was not always enough;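 further: cells stimulated with NPY at EC10 then isoproterenol at EC100; 0% = low agonist plus stimulus and 100% = saturating agonist plus stimulus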
The depositor's hits bear a star; · = no result given.

no. | molecule | Runt-CBFb FRET | p97 ATPase inh | MDM2 E3 inh | Hck Nef HTS | Runt-SMMHC FRET | RBBP9 inh | NPY-Y1 antag | NPY2 pot ag | NPY1 pot ag
1 | O=C(CSc1ccc2ccccc2c1Br)Nc1cccc(S(=O)(=O)NC2=NCCCCC2)c1 | 1 | 8 | -3 | 6 | 1 | -9 | 0 | 7 | -16
2 | CC(=O)Nc1ccc(O)c(-c2nc3ccccc3s2)c1 | -7 | 1 | -7 | -13 | 88 | -2 | 1 | -14 | 1
3 | CN(c1cccc(NS(=O)(=O)c2ccccc2)c1)S(C)(=O)=O | 0 | 6 | 4 | 19 | -2 | -7 | 4 | 3 | 15
4 | Cc1ccc(-c2csc(SCC(=O)Nc3cc(C)on3)n2)cc1 | -1 | 2 | 3 | -1 | -2 | -9 | -4 | 5 | -12
5 | Cc1cc(=O)oc(C)c1C(=O)NCC(C)C | 1 | 1 | -9 | 0 | -4 | -2 | -1 | 0 | -11
6 | COCCn1c(SCCCC(=O)c2ccc(Br)cc2)nnc1-c1ccncc1 | 4 | -7 | -21 | 0 | 4 | -11 | -5 | 25 | -33
7 | Cc1ccc(C(=O)CC(C(=O)O)c2cn(CCC#N)c3ccccc23)cc1 (centres undefined) | 1 | 2 | -25 | 1 | 3 | -6 | 4 | -20 | -10
8 | OCCN1CCN(c2ncnc3sc(-c4ccccc4)cc23)CC1 | 0 | 0 | -15 | 35 | 1 | -9 | 0 | -2 | 5
9 | COc1ccccc1CN1C(=O)[C@@H]2C(CCC(N)=O)NC3(C(=O)Nc4c3ccc(Cl)c4C)[C@@H]2C1=O (some centres undefined) | -9 | -1 | -10 | 7 | 0 | -1 | 4 | 17 | 8
10 | COc1cc(NC(=O)C/C(C)=N/NC(=O)c2cccc(O)c2)c(OC)cc1Cl | 1 | -5 | -45 | 14 | 0 | -11 | -1 | 2 | -17
11 | CCOC(=O)N1CCN(C(=O)CS(=O)Cc2nc(-c3cccc(C)c3)oc2C)CC1 (centres undefined) | 1 | -2 | -5 | 2 | 3 | -6 | 2 | 6 | 3
12 | c1cc(CNC2=NCCCCC2)ccn1 | -1 | 3 | -40 | 1 | 3 | -3 | 5 | 10 | 20
13 | Cc1ccc(/C(N)=N/OC(=O)c2cccs2)cc1 | -1 | -1 | -27 | 0 | -1 | -8 | 1 | 2 | -4
14 | N#Cc1ccc(CSc2nnc(NC(=O)CN3C(=O)C4CC=CCC4C3=O)s2)cc1 (centres undefined) | 0 | 8 | -21 | 1 | -1 | -7 | 1 | -2 | -8
15 | CSc1ccc(/C=N/N2CCN(Cc3ccc(Cl)cc3)CC2)cc1 | 2 | 1 | -15 | 25 | -1 | -4 | 7 | 0 | -13
16 | N#C/C(=C\c1cccc(Cl)c1)C(=O)c1ccccc1 | 8 | 6 | -2 | 8 | 4 | -5 | · | 1 | -9
17 | Cc1cccc(C)c1NC(=O)NCCSc1snnc1C | 1 | 5 | -7 | 21 | -2 | -1 | 3 | -5 | 0
18 | CC1=CC(C)(C)N(C(=O)CSc2ncn[nH]2)c2ccccc21 | 2 | 0 | 5 | 1 | -1 | 0 | 6 | -6 | -4
19 | COc1ccc(-c2csc(NC(=O)c3cc(C)on3)c2C#N)cc1OC | 5 | 11 | -5 | 2 | -2 | -4 | 3 | -20 | -9
20 | Clc1ccc(OCc2nnc(SCCN3CCCCC3)n2Cc2ccco2)cc1 | 7 | -2 | -93 | -4 | -3 | 1 | 1 | -10 | -14
21 | N#Cc1cc2c(nc1SCC(=O)O)CCCCC2 | 1 | 2 | -15 | -7 | -1 | 0 | · | -5 | 1
22 | CN1C(=O)C(CCC(N)=O)NC1=S (centres undefined) | 1 | 6 | -6 | 5 | 0 | -1 | · | -6 | 7
23 | N#Cc1c(-c2ccc(F)cc2)cc(-c2ccccc2)nc1SCC(=O)NCC(=O)O | 35 | 5 | -17 | -61 | 16 | -4 | · | 71* | 15
24 | CC(C)Nc1nc(Cl)nc(N(C#N)CN2C(=O)c3ccccc3S2(=O)=O)n1 | -3 | 5 | -6 | 7 | 1 | -9 | · | -6 | 9
25 | COc1ccc(N2C(=O)CCC(C(=O)N3CCCCC3)C2c2ccc(F)cc2)cc1 (centres undefined) | -1 | 4 | -5 | -6 | -4 | -5 | -3 | 2 | -6

Marked active in NPY2 pot ag, of those listed so far:
no. | molecule | Runt-CBFb FRET | p97 ATPase inh | MDM2 E3 inh | Hck Nef HTS | Runt-SMMHC FRET | RBBP9 inh | NPY-Y1 antag | NPY2 pot ag | NPY1 pot ag
23 | N#Cc1c(-c2ccc(F)cc2)cc(-c2ccccc2)nc1SCC(=O)NCC(=O)O | 35 | 5 | -17 | -61 | 16 | -4 | · | 71* | 15

Next records follow:
no. | molecule | Runt-CBFb FRET | p97 ATPase inh | MDM2 E3 inh | Hck Nef HTS | Runt-SMMHC FRET | RBBP9 inh | NPY-Y1 antag | NPY2 pot ag | NPY1 pot ag
26 | Cc1cccc(NC(=O)CCN2CCOCC2)c1 | 1 | 6 | -14 | 0 | 2 | 3 | 6 | -3 | 1
27 | COc1ccc(NC(=S)NCCCN2CCCC2=O)c(OC)c1 | -1 | 7 | 11 | 1 | -1 | 5 | 6 | 7 | 11
28 | CCOC(=O)c1c(C)[nH]c(C(=O)/C(C#N)=C/c2ccc(OCC)cc2)c1C | -2 | 3 | -13 | 1 | -8 | -6 | 4 | 2 | -25
29 | COC(=O)Cn1c(=NC(=O)c2cc(-c3cccs3)nc3ccccc23)sc2cc(S(N)(=O)=O)ccc21 | -59 | 8 | -1 | 10 | -45 | -67 | -5 | 29 | 22
30 | COc1cccc(CN(C)C(=O)c2cccc(OC3CCN(C4CCCC4)CC3)c2)c1 | -1 | -1 | -7 | 7 | -1 | 3 | 9 | -29 | -29
31 | COc1ccc(-c2ccnc3c(C#N)cnn23)cc1 | 1 | 3 | -8 | -8 | 6 | 1 | 6 | 14 | 5
32 | C=CCC(Nc1ccco1)c1ccccc1 (centres undefined) | 4 | 3 | 0 | 1 | -9 | -7 | 8 | -3 | 0
33 | Cc1cccc(N(CC(=O)Nc2ccc(F)cc2)S(C)(=O)=O)c1 | -1 | -2 | -8 | 1 | 1 | 0 | 3 | -3 | 17
34 | O=C(O)c1cccc(Nc2ncnc3ccc(Br)cc23)c1 | 0 | 17* | -5 | 0 | 0 | -9 | · | 5 | -8
35 | O=C(c1cccs1)N1CCN(c2ccccc2)CC1 | -1 | 1 | -7 | -99 | -1 | 0 | -5 | 9 | 11
36 | CCC(=O)c1c(OCc2ccccc2)ccc2c(C)cc(=O)oc12 | -6 | 1 | 8 | 28 | 0 | -4 | 3 | -1 | -12
37 | Cc1ncc(CO)c(/C=N/NC(=S)Nc2ccc(F)cc2)c1O | -4 | 10 | -12 | -28 | -15 | -3 | 1 | -16 | 12
38 | COc1ccc(/C=N/Nc2cc(C)nc(N)n2)cc1 | -2 | 2 | 13 | 4 | -1 | -2 | 4 | -8 | -11
39 | CCC(C)(C)NC(=O)C(c1ccc(F)cc1)N(Cc1cccc(OC)c1)C(=O)c1cnccn1 (centres undefined) | -3 | 0 | -33 | 15 | 1 | -6 | -1 | -5 | 2
40 | Cc1ccc(NC(=O)c2cc3ccccc3oc2=O)cc1S(=O)(=O)N(C)C | 0 | -4 | -82 | 20 | 1 | -3 | -4 | -2 | -2
41 | CCOc1ccc(CC(=O)NNC(=O)/C=C/C(=O)O)cc1 | 3 | -6 | -14 | -5 | 1 | 0 | · | -14 | 7
42 | c1cnc(Sc2ccc3nnnn3n2)nc1 | 2 | 1 | -4 | 22 | 4 | -1 | 2 | 11 | 5
43 | CSc1nc(SC)c2c3c(oc2n1)COC(C)(C)C3 | -2 | 3 | -4 | -4 | 1 | 0 | -4 | 1 | -4
44 | CC(c1ccccc1)N1CCC(CNC(=S)Nc2cccc(Cl)c2)C1 (centres undefined) | 0 | 1 | · | 2 | 3 | 2 | -2 | 15 | 21
45 | COC(=O)CC1NCCNC1=O (centres undefined) | -1 | 1 | 2 | -1 | -2 | -7 | 1 | 13 | 5
46 | Cc1occc1C(=O)NNC(=O)COc1ccc(Br)cc1Br | -3 | -1 | 0 | 4 | 3 | -7 | 4 | 6 | 2
47 | COc1ccc(CCN2C(=O)c3ccncc3C2=O)cc1OC | 1 | 2 | -2 | 1 | 0 | 1 | 4 | -9 | 7
48 | CC(=O)CC(=O)Nc1ncccn1 | 0 | -3 | -5 | -23 | -1 | -8 | 6 | -5 | -8
49 | CCn1nc(C)c(CN2CCc3c([nH]c4ccccc34)C2c2ccc(F)c(OC)c2)c1C (centres undefined) | -2 | 0 | -12 | 6 | 1 | 5 | 2 | -10 | 5
50 | COc1cccc(-n2c(CNC(=O)OC(C)(C)C)n[nH]c2=S)c1 | 5 | -2 | -3 | 2 | -3 | -9 | 2 | -6 | 6
51 | Cc1cc(C)n(-c2nc3ccccc3c3nc(C)nn23)n1 | 1 | -2 | -13 | 3 | -2 | -5 | -3 | 7 | 11
52 | CCc1cc2c(=O)n(Cc3ccco3)c(SCC(=O)N3CCCc4ccccc43)nc2s1 | 23 | 4 | -9 | 3 | 28 | -7 | 1 | -20 | -2
53 | COc1ccc(C2Nc3ccccc3C(=O)N2c2ccc(F)cc2)cc1CSc1ccccn1 (centres undefined) | 2 | 4 | -6 | 1 | 5 | -3 | 12 | 8 | -1
54 | Cc1ccnc(SCC(=O)N2CCN(C(c3ccccc3)c3ccccc3)CC2)n1 | 0 | -5 | -24 | -21 | 1 | -9 | -1 | -23 | -7
55 | CC(C)OCCCNC(=O)c1ccc2c(c1)ncn2C1CCCC1 | 1 | 5 | · | 1 | 1 | 4 | 0 | 19 | -28
56 | O=c1cnnc(SCc2ccc([N+](=O)[O-])cc2)[nH]1 | 4 | 2 | -3 | 3 | -3 | 1 | 4 | 1 | 4
57 | Cc1nc2ccc(Cl)cc2c(-c2ccccc2)c1CC(=O)O | -1 | 1 | 0 | -3 | -2 | 0 | 9 | -3 | -31
58 | COc1cc(/C=N\NC(=O)Cn2nnc3ccccc32)cc(OC)c1OC | 1 | -5 | -1 | -1 | 0 | -5 | 8 | 4 | -14
59 | O=C(CSc1ncnc2c1nnn2Cc1ccccc1)NC1CCCC1 | 0 | -2 | 16 | -3 | 2 | -5 | 2 | -6 | -4
